# Screening data (PubChem BioAssay)
# Platelet DG rel – platelet dense granule release activity | human platelet-rich plasma, SFLLRN dense granule ATP release, luminescence | inhibition, %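 (compounds screened at 7.5 µM in platelet-rich plasma)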 | 300,000 tested, 0.22% active;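 active means mean replicate score, as percent of positive control, at or above 50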
# SKKanGAS inh – blocks kanamycin growth of S. pyogenes SKKanGAS strain. BacTiter-Glo, 6 h. inhibition, % at 7.5 µM. 300,000 tested, 1.3% active. AID 1662;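 active means mean replicate score, as percent of positive control median, at least 50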;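 further: strain carries kanamycin resistance gene driven by streptokinase promoter and grows in 40 µg/ml kanamycin; loss of luminescence reflects streptokinase promoter inhibition or plain growth inhibition; 0% = median of DMSO wells and 100% = positive control at its reference dose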
# MrgX1 ag – human MrgX1 receptor agonism, primary screen; Q96LB2; MrgX1-HEK293 cells, Fluo-4 calcium fluorescence, agonist mode; stronger effect = higher value; B-score at 10 µM; 310,000 tested, 0.44% active; AID 588627;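 active means calcium response B-score plate-corrected fluorescence ratio at least 3 library SD, with starting fluorescence B-score inside 5 SD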
# Target sequence (Q96LB2 whole entry, looked up): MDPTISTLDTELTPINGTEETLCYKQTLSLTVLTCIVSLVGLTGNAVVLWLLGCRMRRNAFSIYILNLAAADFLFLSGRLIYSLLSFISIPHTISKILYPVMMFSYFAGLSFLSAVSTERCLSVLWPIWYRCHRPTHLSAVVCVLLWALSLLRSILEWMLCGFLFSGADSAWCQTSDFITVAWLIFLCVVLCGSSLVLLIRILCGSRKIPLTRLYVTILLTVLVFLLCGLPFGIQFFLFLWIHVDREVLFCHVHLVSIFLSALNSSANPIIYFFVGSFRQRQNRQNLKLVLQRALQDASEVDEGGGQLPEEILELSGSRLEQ
#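 times = overnight plating, then 30 min 37 °C plus 30 min room-temperature dye loading | assay system = stable human MrgX1 HEK293 cell line | input = fifteen thousand cells per well | signal = kinetic calcium dye fluorescence, Fluo-4 NW | dosing = compound delivered in addition one of three | read-out = B-scored fluorescence response ratio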
# MrgX1 antag – human MrgX1 receptor antagonism, primary screen; Q96LB2; 310,000 tested, 1.3% active; AID 588676; B-score at 10 µM; MRGX1-HEK293 calcium flux, Fluo-4, BAM8-22 antagonism; stronger effect = lower value;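 active means calcium-response B-score plate-corrected more than 3 library SD below zero, starting fluorescence within 5 deviations, no agonist response on first addition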;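 further: peak minus trough fluorescence over baseline after final BAM8-22 challenge near maximal dose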
# MrgX1 PAM – human MrgX1 positive allosteric modulation, primary screen. B-score at 10 µM. MrgX1-HEK293, Fluo-4 calcium flux, FDSS; stronger effect = higher value. AID 588675. Q96LB2. 310,000 tested, 0.63% active;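 active means plate-corrected calcium response at least 3 library SD above typical, normal starting fluorescence, not activating the receptor alone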;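 further: compound read alongside a low EC10 to EC30 dose of BAM8-22 agonist; peak minus trough fluorescence over baseline measured at the second addition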
# TRPC6 inh – inhibitors of mouse TRPC6 channel; AID 2553; 310,000 tested, 1.1% active; HEK293-TRPC6, membrane potential dye, ACh-evoked depolarization; stronger effect = lower value; B-score at 10 µM;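 active means B-score under library mean minus 3 SD, initial fluorescence not abnormally high, positive integrated signal ratio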;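 further: B-score derived from integrated fluorescence ratio over the kinetic read; more negative B-score means stronger inhibition of depolarization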
# RGS4 act – RGS4 potentiation or activation; HEK293 M3R/inducible RGS4, carbachol calcium flux Fluo4; stronger effect = lower value; B-score at 10 µM; 310,000 tested, 0.92% active;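 active means B-score of the integrated calcium signal more than 4 SD below the library mean, with starting fluorescence not abnormally high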;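 further: negative B-score means reduced calcium response which marks RGS4 activation or potentiation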
#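 test system = M3R-expressing HEK293 line, RGS4 induced by doxycycline | probe or stimulus = carbachol at ECmax as muscarinic agonist stimulus | timing = dye loading 30 min 37 °C, buffer rest 30 min RT | signal = calcium dye Fluo4 fluorescence | evaluation = B score from integrated fluorescence ratio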
# TRPC6 activator – activators of mouse TRPC6 channel; Q61143; HEK293-TRPC6 membrane potential dye fluorescence; stronger effect = higher value; B-score at 10 µM; 310,000 tested, 0.13% active; AID 2550;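 active means B-score of the integrated fluorescence ratio above library mean plus 3 SD, and starting fluorescence ratio within library mean plus 5 SD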;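 further: higher score means more depolarization so channel activation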
# HIF activator – HIF pathway transcriptional activation. U2OS HRE-luciferase reporter, luminescence; normalized: DMSO 0%, desferrioxamine 100%. activation, % at 7.5 µM (by protocol). 300,000 tested, 0.32% active;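 active means mean activation of at least 10% of the iron chelator positive control signal, with at least half of replicates also reaching 10%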
# RGS4 inh – inhibitors of human RGS4; B-score at 10 µM; HEK293 M3R/RGS4 inducible, Fluo-4 calcium flux; stronger effect = higher value; triggered by carbachol at its EC20; P49798; 310,000 tested, 0.45% active;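 active means B-score, a plate-corrected calcium signal, over three deviations above library mean, with baseline fluorescence within five deviations of library mean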;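 further: RGS4 expression induced by doxycycline in cells with stable M3 receptor; B-score is computed from the integrated fluorescence ratio over baseline after carbachol; higher B-score means a larger calcium signal and so more RGS4 inhibition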
# Target sequence (P49798 whole entry, looked up): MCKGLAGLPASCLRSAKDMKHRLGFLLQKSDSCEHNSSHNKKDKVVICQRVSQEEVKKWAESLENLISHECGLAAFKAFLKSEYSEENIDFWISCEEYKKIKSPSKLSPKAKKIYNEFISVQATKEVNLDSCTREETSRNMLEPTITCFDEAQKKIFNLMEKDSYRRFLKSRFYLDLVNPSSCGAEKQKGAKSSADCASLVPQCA
# TRPC4 block – inhibitors of mouse TRPC4 channel | HEK293 TRPC4beta/mu-opioid, DAMGO-evoked Fluo4 calcium flux; stronger effect = lower value | Q9QUQ5 | B-score at 10 µM | 300,000 tested, 0.39% active;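 active means B-score over 3 SD under the library average, no early fluorescence shift, positive overall ratio signal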
#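 Assay system – HEK293 line stably carrying TRPC4beta and mu-opioid receptor · Doses – single dose · Detection – Fluo4 calcium-dye fluorescence, kinetic read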
# Active calls of the source: *; i = inactive. Random draw from the library, and some 6.1% of all compounds hit somewhere here.
SMILES,Platelet DG rel,SKKanGAS inh,MrgX1 ag,MrgX1 antag,MrgX1 PAM,TRPC6 inh,RGS4 act,TRPC6 activator,HIF activator,RGS4 inh,TRPC4 block
CCOC(=O)N1CCN(c2c(NCCc3ccccc3)c(=O)c2=O)CC1,18,-6,i,i,i,i,i,i,0.1,i,i
COC(=O)c1cc(C(=O)OCC(=O)Nc2cc(C)on2)cc([N+](=O)[O-])c1,-1,1,i,i,i,i,i,i,-0.1,i,i
C(=C\c1ccccc1)/CSc1ccccn1,-7,-6,i,i,i,i,i,i,1.9,i,i
CC(Sc1nc2sccc2c(=O)n1-c1ccccc1)C(N)=O (centres undefined),-16,3,i,i,i,i,i,i,-0.3,i,i
CSCC[C@H](NC(=O)c1ccc(Cl)c(S(=O)(=O)N2CCCC2)c1)c1nc2ccccc2[nH]1,-2,-1,i,i,i,i,i,i,-0.2,i,i
COCCN(C(=O)c1csnn1)C(C(=O)NC1CCCCC1)c1ccc(Cl)cc1 (centres undefined),-5,4,i,i,i,i,i,i,-0.4,i,i
Cc1ccc(-c2nc(SCC(=O)Nc3cc(C)on3)c3c(=O)n(C)c(=O)n(C)c3n2)cc1,-1,18,i,i,i,i,i,i,-2.2,i,i
CCC(Oc1ccc(Br)cc1)C(=O)N1CCN(c2ncccn2)CC1 (centres undefined),-5,3,i,i,i,i,i,i,0.2,i,i
CCn1cc(C(=O)O)c(=O)c2cnc(N3CCN(C(=S)Nc4ccccc4)CC3)nc21,0,-2,i,i,i,i,i,i,-0.1,i,i
Cc1ccc(C(=O)N2CCN(c3ccc(NC(=S)NC(=O)c4cccs4)cc3)CC2)cc1,-2,26,i,i,i,i,i,i,-0.1,i,i
CCN(CC)CCSc1nc2ccc(OC)cc2[nH]1,1,7,i,i,i,i,i,i,-0.1,i,i
CCn1c(CCNC(=O)c2cccs2)n[nH]c1=S,1,-2,i,i,i,i,i,i,-0.5,i,i
Cc1ccc(C(CC(=O)O)Nc2nc(N3CCCCC3)nc(N3CCCCC3)n2)cc1 (centres undefined),-9,0,i,i,i,i,i,i,-0.1,i,i
Cc1ccsc1C(=O)NC(C)c1ccccc1 (centres undefined),11,5,i,i,i,i,i,i,0.9,i,i
O=C(NC(=S)Nc1ccc(Cl)c(C(=O)O)c1)c1cccc(COc2ccccc2)c1,3,56*,i,i,i,i,i,i,0.4,i,i
Cc1c(CCC(=O)NCCCn2ccnc2)c(=O)oc2c(C)c3occ(C(C)(C)C)c3cc12,-18,-4,i,i,i,i,i,i,-0.4,i,i
COc1ccc(OCc2nnc(SCC(=O)NNC(=O)c3ccc(C)cc3)n2C)cc1,-27,-13,i,i,i,i,i,i,-0.1,i,i
CCOCCCn1c(SC(C(=O)Nc2cc(C)ccc2C)c2ccccc2)nnc1-c1ccc(Cl)cc1 (centres undefined),-2,9,i,i,i,i,i,i,-0.8,i,i
Cc1ccnc(NC2CCCCC2)c1,1,-3,i,i,i,i,i,i,1.6,i,i
O=C(O)c1ccccc1NS(=O)(=O)c1ccc2ccccc2c1,-2,-2,i,i,i,i,i,i,1.0,i,i
O=C(NCC1CCN(c2ccc(S(=O)(=O)N3CCOCC3)cc2)CC1)Nc1ccccc1F,3,3,i,i,i,i,i,i,0.6,i,i
Cc1cc2c(SCC(=O)NC3CCCCC3)ncnc2s1,2,2,i,i,i,i,i,i,0.5,i,i
COc1cccc(NC(=O)C2CCCN2S(=O)(=O)c2ccc3c(c2)n(C)c(=O)c(=O)n3C)c1 (centres undefined),-1,8,i,i,i,i,i,i,0.0,i,i
CCc1ccc(NC(=O)c2noc3c2CCCCC3)cc1,4,-7,i,i,i,i,i,i,3.2,i,i
O=C(Nc1ccc(S(=O)(=O)NC2=NCCCCC2)cc1)c1ccc([N+](=O)[O-])s1,11,23,i,i,i,i,i,i,-0.8,i,i
Oc1[nH]c2ccccc2c1N=Nc1nncc2ccccc12,12,0,i,i,i,i,i,i,0.9,i,i
Cn1cc([C@@H]2C[C@H]3CN(C4CCCC4)C(=O)[C@]34CCCN24)c(-c2ccccc2)n1,-9,-5,i,i,i,i,i,i,-0.3,i,i
COc1ccc(/C(N)=N/OC(=O)c2cccs2)cc1OC,0,-6,i,i,i,i,i,i,5.3,i,i
CCOC(=O)Nc1ccc2c(c1)nc(CN1CCN(C(C)=O)CC1)n2C,8,-7,i,i,i,i,i,i,0.1,i,i
O=C(CNC(=O)c1cccs1)c1ccc(Br)cc1,-3,-3,i,i,i,i,i,i,2.8,i,i
O=C(O)C1=C(C(=O)Nc2ccc(F)c(Cl)c2)CCCC1,3,0,i,i,i,i,i,i,0.0,i,i
Cc1ccc(N2CCN(C(=O)Nc3cccc([N+](=O)[O-])c3)CC2C)cc1 (centres undefined),5,0,i,i,i,i,i,i,-0.8,i,i
Cc1cc(=O)[nH]c(N/N=C/c2cc(C)n(CC(F)(F)F)c2C)n1,2,-1,i,i,i,i,i,i,2.2,i,i
CCOC(=O)C1(C(F)(F)F)N=C(c2ccccc2F)OC(N(C)C)=N1 (centres undefined),25,1,i,i,i,i,i,i,0.2,i,i
CCN1C(=NCCOC)N[C@@H](c2cccc(F)c2)C(C(=O)OC)=C1C,3,2,i,i,i,i,i,i,-0.3,i,i
O=C1COc2ccc(-c3csc(NCCc4ccccc4)n3)cc2N1,2,1,i,i,i,i,i,i,-0.3,i,i
CC(=O)c1cnc2sccn2c1=O,-4,-8,i,i,i,i,i,i,-0.1,i,i
CCOC(=O)C1=C(C)Nc2ncnn2C1/C=C/c1ccccc1 (centres undefined),-3,5,i,i,i,i,i,i,1.4,i,i
COc1ccc2cc(CCNS(=O)(=O)c3ccc(NC(C)=O)cc3)c(=O)[nH]c2c1,-6,-4,i,i,i,i,i,i,0.3,i,i
CC(C)Cc1nnc(NC(=O)CCC(=O)NC2CCCCC2)s1,-35,-5,i,i,i,i,i,i,-0.1,i,i
O=C1OC2(CCCCC2)OC(=O)C1=CNc1ccc2c(c1)OCO2,2,-7,i,i,i,i,i,i,4.5,i,i
CCCC(=O)Nc1ccc2oc(-c3cncc(Br)c3)nc2c1,7,7,i,i,i,i,i,i,3.3,i,i
Cc1cc(/C=N/NS(=O)(=O)c2ccc(F)c(Cl)c2)no1,-4,0,i,i,i,i,i,i,0.4,i,i
O=C(CSc1nc2ccccc2[nH]1)N/N=C/c1ccco1,14,1,i,i,i,i,i,i,0.5,i,i
Cc1ccc(CC(=O)N/N=C/c2ccc3c(c2)OCO3)cc1,2,-7,i,i,i,i,i,i,2.3,i,i
Cc1cccc(N=Nc2cn[nH]c2-c2ccco2)c1,6,-28,i,i,i,i,i,i,0.9,i,i
COc1ccc(N(CC(=O)NCCSCc2cccc(Cl)c2)S(C)(=O)=O)cc1,0,21,i,i,i,i,i,i,0.6,i,i
COc1cccc2c1OCC(C(=O)OCc1cccnc1)=C2,2,-4,29*,i,i,i,i,i,0.0,i,i
O=S(=O)(NCc1ccc2c(c1)OCO2)c1cccc(F)c1,-3,0,i,i,i,i,i,i,-0.2,i,i
Cc1csc(=O)n1CCC(=O)OCC(=O)NCc1ccc(Cl)cc1Cl,-1,10,i,i,i,i,i,i,-0.1,i,i
COc1ccc(CCNC(=O)Cn2cccc2C(=O)c2ccccc2)c(OC)c1,0,-1,i,i,i,i,i,i,-0.4,i,i
CN(c1ccc2nc3ccccc3c(=O)n2n1)C1CCCCC1,16,30,i,i,i,i,i,i,-7.4,i,i
CCc1ccc(/C=N\n2cnnc2)cc1,1,-7,i,i,i,i,i,i,-1.0,i,i
CCOC(=O)C1(CCCc2ccccc2)CCN(Cc2nccn2CC)CC1,1,-7,i,i,i,i,-11*,i,-0.4,i,i
CC(=O)N/C(=C\c1ccccc1)C(=O)OCC(=O)c1c(N)n(CC(C)C)c(=O)n(C)c1=O,3,2,i,i,i,i,i,i,-0.7,i,i
COC(=O)c1ccccc1NC(=S)N(C)C,10,5,i,i,i,i,i,i,0.5,i,i
Cc1n[nH]c(=O)n1-c1ccc(OC(F)(F)F)cc1,-1,4,i,i,i,i,i,i,-0.3,i,i
O=C(Nc1ccn(Cc2ccc(F)cc2)n1)c1ccncc1,50*,4,i,i,i,i,i,i,0.4,i,i
O=C(CN1C(=O)CCSc2ccccc21)Nc1ccc2c(c1)OCO2,1,-1,i,i,i,i,i,i,-0.2,i,i
CC(C)C(c1nnnn1Cc1ccccc1)N1CCN(Cc2ccc3c(c2)OCO3)CC1 (centres undefined),-8,-1,i,i,i,i,i,i,-0.3,i,i

# Continued.
SMILES,Platelet DG rel,SKKanGAS inh,MrgX1 ag,MrgX1 antag,MrgX1 PAM,TRPC6 inh,RGS4 act,TRPC6 activator,HIF activator,RGS4 inh,TRPC4 block
O=S(=O)(c1ccccc1C(F)(F)F)N1CCC(n2cnc3ccccc32)CC1,-1,-3,i,i,i,i,i,i,0.4,i,i
CCOC(=O)N1CCN(S(=O)(=O)c2ccc(C(=O)Nc3nnc(CC)o3)cc2)CC1,-1,1,i,i,i,i,i,i,0.7,i,i
CC1CCC2C(C1)Nc1c(C(=O)O)cccc1C2(C)C (centres undefined),-60,-5,i,i,i,i,i,i,0.1,i,i
CC(C)(C)C(=O)Nc1cc2c3c(c1)CC(=O)N3CCC2,-12,1,i,i,i,i,i,i,-0.2,i,i
CCOc1cccc2sc(N(CCCN(C)C)C(=O)c3ccc(S(=O)(=O)N(C)CC4CCCO4)cc3)nc12 (centres undefined),17,3,i,i,i,-7.4*,i,i,-0.1,i,i

# 3 entries drawn at random from those above:
SMILES,Platelet DG rel,SKKanGAS inh,MrgX1 ag,MrgX1 antag,MrgX1 PAM,TRPC6 inh,RGS4 act,TRPC6 activator,HIF activator,RGS4 inh,TRPC4 block
O=S(=O)(c1ccccc1C(F)(F)F)N1CCC(n2cnc3ccccc32)CC1,-1,-3,i,i,i,i,i,i,0.4,i,i
CC1CCC2C(C1)Nc1c(C(=O)O)cccc1C2(C)C (centres undefined),-60,-5,i,i,i,i,i,i,0.1,i,i
CCOC(=O)N1CCN(S(=O)(=O)c2ccc(C(=O)Nc3nnc(CC)o3)cc2)CC1,-1,1,i,i,i,i,i,i,0.7,i,i
